TNAP inh hiacc: TNAP (human) inhibition, high acceptor; P05186; purified TNAP, CDP-star luminescence, 1 M DEA; inhibition, % at 20 µM; 200,000 tested, 0.03% active;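 active = over 50% inhibition of tissue-nonspecific alkaline phosphatase at 20 µM in the single-dose screen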;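 also: plate controls were DMSO wells for no effect and EDTA-quenched wells as full inhibition for full effect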
PMI activator: increases human mannose-6-phosphate isomerase activity; activation factor at 20 µM; P34949; 190,000 tested, 0.005% active; purified human PMI, coupled resazurin fluorescence, 20 min; hits give high values; 1 = vehicle control, 0 substrate-free wells;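 active = activation factor of 2 or more at 20 µM, relative to plate controls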
Target sequence (P34949 whole entry, looked up): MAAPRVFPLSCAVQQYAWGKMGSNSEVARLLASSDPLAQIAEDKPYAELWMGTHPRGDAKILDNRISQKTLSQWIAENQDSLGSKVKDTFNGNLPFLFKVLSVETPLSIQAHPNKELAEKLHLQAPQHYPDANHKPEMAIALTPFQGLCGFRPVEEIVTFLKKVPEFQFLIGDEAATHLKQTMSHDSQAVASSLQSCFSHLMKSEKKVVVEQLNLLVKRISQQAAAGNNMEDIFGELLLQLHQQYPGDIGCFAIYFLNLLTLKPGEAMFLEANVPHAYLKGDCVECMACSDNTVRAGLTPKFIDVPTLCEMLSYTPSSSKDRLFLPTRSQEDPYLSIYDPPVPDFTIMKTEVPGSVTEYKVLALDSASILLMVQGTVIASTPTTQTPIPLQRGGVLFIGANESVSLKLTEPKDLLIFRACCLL
NF-kB neuron act: raises NF-kB expression in human neuronal cells; NF-kB reporter expression; hits give high values; fold change at 12.5 µM; 190,000 tested, 1.6% active; AID 1239; in the data active = fold change above about 3.3
TNAP inh noacc: blocks human TNAP activity with no phosphate acceptor present; 200,000 tested, 0.26% active; purified TNAP, CDP-star luminescence, 30 min; inhibition, % at 20 µM; P05186;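 active = tissue-nonspecific alkaline phosphatase inhibition above about 50% at 20 µM in the single-dose screen, limit read from the data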;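 also: 0% = DMSO negative control and 100% = EDTA positive control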
FLuc stim CS: affects firefly luciferase, flagging false hits in luciferase stimulation screens. P08659. 200,000 tested, under 10 active. ATPlite luciferase biochemical, luminescence, 10 min; 0 = ATP-free wells, 1 = DMSO control. activation factor at 10 µM;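 active = luciferase activation factor, scaled between plate controls, of at least 2 with compound at 10 µM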
Target sequence (P08659 whole entry, looked up): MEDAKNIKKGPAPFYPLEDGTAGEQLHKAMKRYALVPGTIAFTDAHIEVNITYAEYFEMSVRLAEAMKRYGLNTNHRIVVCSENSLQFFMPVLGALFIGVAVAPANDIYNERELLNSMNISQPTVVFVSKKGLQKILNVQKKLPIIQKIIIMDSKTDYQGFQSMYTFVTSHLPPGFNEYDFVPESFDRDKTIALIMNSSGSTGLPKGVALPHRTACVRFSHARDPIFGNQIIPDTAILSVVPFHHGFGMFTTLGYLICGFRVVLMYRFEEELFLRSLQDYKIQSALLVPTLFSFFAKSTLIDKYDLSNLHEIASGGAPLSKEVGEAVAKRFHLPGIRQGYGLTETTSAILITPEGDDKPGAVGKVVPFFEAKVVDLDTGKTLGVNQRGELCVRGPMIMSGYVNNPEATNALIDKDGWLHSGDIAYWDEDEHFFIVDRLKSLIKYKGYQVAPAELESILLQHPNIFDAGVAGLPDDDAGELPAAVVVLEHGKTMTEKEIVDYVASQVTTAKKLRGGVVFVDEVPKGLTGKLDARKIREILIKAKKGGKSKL
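test system = cell-free luciferase reagent | medium = PBS as buffer for the ATP substrate | dosing = test compounds dosed from 2 mM stocks in 100% DMSO | incubation = 10 min at ambient temperature | detection = luminescence measurement of luciferase light output | benchmarks = low control with PBS replacing ATP, high control enzyme plus ATP without compound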
TNAP act hiacc: activators of human TNAP at high phosphate acceptor concentration. P05186. purified TNAP, CDP-star luminescence, 1 M DEA, 30 min; hits give high values; 0 = EDTA background, 1 = DMSO-only activity. activation factor at 20 µM. 200,000 tested, under 10 active. AID 1136;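 active = activation factor at least 2 at 20 µM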
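Measured by: Luminescent substrate turnover signal | Test system: Human TNAP | Input: TNAP 1/800 final | Dosing: 20 µM single point | Schedule: 30 min, room temperature | Controls: EDTA wells as negative control, DMSO wells as positive control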
PMI act satM6P: PMI (human) activation, high substrate; P34949; coupled PMI enzyme assay, resazurin fluorescence, 20 min; hits give high values; 1 = untreated enzyme, 0 = substrate-free blank; activation factor at 20 µM; 190,000 tested, 0.34% active;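 active = activation factor of 2 or more at 20 µM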
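Test system: human phosphomannose isomerase with PGI, G6PDH, diaphorase coupling enzymes; amount: 15 ng/mL PMI; incubation: enzyme reaction with compound 20 min at room temperature; technique: resorufin fluorescence (Ex 544/Em 590 nm) from resazurin via diaphorase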
bIAP act: increases bovine intestinal alkaline phosphatase activity. purified bovine IAP, CDP-star luminescence, 30 min; hits give high values; fold of DMSO-control signal, blank-subtracted. activation factor at 20 µM. 200,000 tested, 0.17% active;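 active = activation factor of 2 or more at 20 µM, a signal rise over negative controls twice the positive control's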
APP 5'UTR act: activates APP 5'UTR luciferase reporter; SH-SY5Y APP 5'UTR luciferase reporter, luminescence; zero percent = DMSO vehicle wells; 190,000 tested, 1% active; AID 1276; activation, % at 2 µM;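 active = activation above a set limit, based on mean plus 3 SD of controls, cut at about 140% in these data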; also: values of inactives mirror those of a sister screen read the other way
FLuc inhib CS: inhibits firefly luciferase, flagging false hits in luciferase inhibition screens; P08659; ATPLite firefly luciferase biochemical luminescence, 10 min; inhibition, % at 10 µM; 200,000 tested, 1.5% active; AID 1006;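 active = inhibition above about 50% when tested at 10 µM, limit read from the data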
* marks the source's active call; other numbers are inactive results; . = not tested or not shown.

SMILES	TNAP inh hiacc	PMI activator	NF-kB neuron act	TNAP inh noacc	FLuc stim CS	TNAP act hiacc	PMI act satM6P	bIAP act	APP 5'UTR act	FLuc inhib CS
CCOc1ccccc1NS(=O)(=O)c1ccc2c(c1)n(C)c(=O)c(=O)n2C	-4	1.1	0.97	0	1	1	1	0.9	2	-2
Cn1c(CC(=O)Nc2ccc(F)cc2)c(Sc2ccccc2)c2ccccc21	1	0.8	0.81	4	1	1	0.9	0.6	-6	-5
Nc1nc(Cl)cc(Sc2ccc(F)cc2)n1	-3	1	1.7	-22	1	1	0.9	0.9	21	-4
Cn1cc(CCC(=O)N2CCCC(CCC(=O)NCc3ccc(F)c(F)c3)C2)cn1 (stereo not given)	-6	1	1.7	-11	1	1.1	1.1	0.9	6	-4
COc1ccc(NC(=O)c2csc3c2CCCCC3)c(OC)c1	1	1	1.2	-12	1	1	1	1	21	-2
CCOc1ccc(S(=O)(=O)Nc2cc(Sc3ncn[nH]3)c3oc(=O)sc3c2)cc1	-1	1	1.2	37	1.1	1	1	1.4	10	-5
O=C(Nc1cccc2cccnc12)c1cccc(N2C(=O)CCC2=O)c1	-10	1	1	-6	0.9	1.1	1	0.9	9	13
CN1CCc2c(sc3c2C(=O)NC(c2cccc(OC(=O)c4cccs4)c2)N3)C1 (stereo not given)	4	0.7	1.8	-2	1	1	0.8	0.9	26	4
C/C(Cl)=C/Cc1c(C)[nH]c2ccc(C)cc2c1=O	-2	0.9	1.6	-9	1	1	0.9	1	3	-1
COc1cc2c(cc1OC)C(C(=O)Nc1ccccn1)C(c1cccnc1)N(C)C2=O (stereo not given)	-8	1	1.7	-12	1.1	1.1	1	1	1	-6
COC(=O)c1ccc(Oc2nc(C)cc(Oc3ccccc3)n2)cc1	-6	0.9	1	-15	1.1	1.1	0.9	1	-2	-6
CCOCCCNC(=O)C1CCN(S(=O)(=O)N2CC(C)CC(C)C2)CC1 (stereo not given)	0	1.1	1.1	5	1.1	1	0.9	1	2	-6
COC(=O)C1=C(N)N(c2ccc(F)cc2)C2=C(C(=O)CCC2)C1c1ccc2c(c1)OCO2 (stereo not given)	-5	0.9	0.86	-12	1.1	1	0.9	1	6	-6
COc1cc(/C=N/Nc2nc(Nc3ccccc3)nc(N3CCOCC3)n2)ccc1OC(=O)c1ccco1	1	0.9	0.5	5	1	1	0.9	1.1	-8	-4
CCOc1ccc(NC(=S)Nc2cccnc2)cc1	-5	0.7	1.3	-11	1	1.1	0.8	1	8	-1
N#CC1=C2N=C(N)c3ccccc3N2C2=C(C(=O)CCC2)C1c1ccc(Cl)cc1 (stereo not given)	-1	0.8	0.45	-4	1.1	1	0.8	0.9	-8	-6
COc1cccc(/C=C/C(=O)OCC(=O)NCCc2ccccc2)c1	-3	1	0.92	-8	1.1	1	1	1	-4	-6
Cc1cc(C)c(NC2=NCC(=O)N2C2CCCCC2)c(C)c1	-1	0.9	1.7	-4	1	1	1	1	16	-2
COc1ccc(C(C)=O)cc1CSc1nc2cc(Cl)ccc2o1	-3	1	0.89	4	1.1	1	0.9	0.9	-1	-7
S=c1[nH]nc(-c2ccc3ccccc3n2)n1Cc1ccccc1	-3	1.1	1.2	-132	1.1	1	1.1	0.9	-9	-12
Cc1nc(-c2cccc(N)c2)cs1	-1	0.9	1.3	-19	1.1	1	0.9	0.8	5	-6
O=C(Nc1ccc2nc3ccccc3nc2c1)c1ccc(Br)cc1	6	1.4	1.3	-2	1	0.9	1.1	1	11	-4
O=C(CCc1ccc(S(=O)(=O)N2CCOCC2)cc1)NCCc1ccccn1	0	1	1.1	1	1.2	1	1	1	11	-16
CC(C)(C)C(=O)Nc1ccnc(-c2cccnc2)n1	-2	1	0.91	-5	1.1	1	1.1	1	14	-7
O=C(NCCCc1ccccc1)Nc1ccccc1	-4	1	1.4	-15	1	1	1.3	1	30	-3
CCCCC(C)n1[nH]c(=O)cc1N (stereo not given)	-3	1	1.1	-10	1	1	1.1	0.8	4	-5
CCOC(=O)/C=C1\NC(C)(C)Cc2cc(OC)c(OC)cc21	2	1	0.88	5	1	1	0.9	1	-1	-4
COc1ccccc1NC(=O)c1sc2ncn(Cc3cccc(C)c3)c(=O)c2c1C	2	0.9	1.2	-1	1	1	0.8	0.8	-10	-4
O=S(=O)(Nc1ncnc2c1oc1ccccc12)c1ccc(Cl)s1	-5	1	.	-4	1.1	1	0.9	0.9	.	-8
CC(=O)Nc1cccc(Oc2nc(C)cc(C)c2C#N)c1	-1	0.8	0.88	-13	1	1	0.8	1	-4	-2
CCOc1ccc(C(=O)OCc2nnc(-c3cccs3)o2)cc1OC	-4	1	1	-6	1.2	1	1	1	0	-18
CCC(C)[C@H](NC(=O)NCc1cccs1)C(=O)O (stereo not given in full)	-4	0.9	0.99	-5	1	1	0.9	0.9	20	-1
COc1ccccc1NS(=O)(=O)c1cc(NC(=O)CNC(=O)c2ccccc2)ccc1C	4	0.9	0.88	2	1	1	0.9	1	10	0
Cn1c(CCNC(=O)c2ccc(Cl)c(Cl)c2)nnc1SCc1ccc(Cl)c(Cl)c1	-2	0.8	1.1	-5	1	1	0.8	0.9	0	-1
O=C(O)c1ccc(N/N=C/c2cccc(F)c2)cc1	-6	1.9	5*	11	0.9	1.1	2.9*	1	124	12
O=C(Nc1ccc(F)c(Cl)c1)C1CCN(S(=O)(=O)c2cccnc2)CC1	-6	1.1	0.69	7	1.1	1.1	1	0.8	-15	-8
CCNC(=S)N/N=C/c1ccc(OCCOc2ccccc2C)cc1	-7	0.9	1.1	-14	1.1	1.1	0.9	0.9	-11	-5
COc1ccc(NS(=O)(=O)c2ccc(S(=O)(=O)N(C)C)cc2)cc1S(N)(=O)=O	0	1.1	0.94	0	1	1	0.9	1.1	37	-5
Cc1ccc(-n2ncc(N(C)C)c(Cl)c2=O)cc1	-2	1	2.6	-9	0.7	1	1	1	119	30
O=C(CSc1ncnc2c1oc1ccccc12)NCc1ccco1	-5	1	0.93	-12	1	1	1.1	1	8	3
CCN(CC)c1ccc(NC(=O)c2ccc(NC(=O)C3CCCO3)cc2)c(C)c1 (stereo not given)	-3	0.9	0.86	-5	1.1	1	0.9	1.1	0	-8
COC(=O)c1c(NC(=O)CSc2nc3ccccc3c(=O)n2Cc2ccco2)sc(C)c1C	2	0.8	1	-14	1	1	0.8	0.9	-3	-2
Cc1cc(NC(=O)CSc2ccc3nnc(-c4cccs4)n3n2)no1	-1	1.2	0.97	-12	1	1	1.2	0.9	-12	1
Cn1c(=O)c2c(nc(-n3ccnc3)n2C)n(C)c1=O	-6	1	1.4	-7	1.1	1.1	0.9	1	4	-13
Cc1cc(Cl)c(S(=O)(=O)N2CCCC2)cc1OCC(=O)NC1CCCCC1	-6	1.1	0.68	-3	1.1	1.1	1.1	1.1	-6	-8
CCN1CCN(CC(O)COC(c2ccccc2)c2ccccc2)CC1 (stereo not given)	-5	1	1.1	-10	1	1.1	1	1.3	-7	-3
CCOC(=O)C1=C(C)NC(=O)NC1c1ccc(Cl)cc1Cl (stereo not given)	-4	0.8	0.9	-10	1	1	0.9	1	17	-3
Cc1ccc2oc(-c3ccccc3C(=O)O)cc(=O)c2c1	-9	1	0.96	-13	1.1	1.1	1	0.9	11	-8

5 records drawn at random from the list so far:
SMILES	TNAP inh hiacc	PMI activator	NF-kB neuron act	TNAP inh noacc	FLuc stim CS	TNAP act hiacc	PMI act satM6P	bIAP act	APP 5'UTR act	FLuc inhib CS
CCNC(=S)N/N=C/c1ccc(OCCOc2ccccc2C)cc1	-7	0.9	1.1	-14	1.1	1.1	0.9	0.9	-11	-5
Cc1ccc2oc(-c3ccccc3C(=O)O)cc(=O)c2c1	-9	1	0.96	-13	1.1	1.1	1	0.9	11	-8
Cc1ccc(-n2ncc(N(C)C)c(Cl)c2=O)cc1	-2	1	2.6	-9	0.7	1	1	1	119	30
CCN1CCN(CC(O)COC(c2ccccc2)c2ccccc2)CC1 (stereo not given)	-5	1	1.1	-10	1	1.1	1	1.3	-7	-3
Cc1cc(Cl)c(S(=O)(=O)N2CCCC2)cc1OCC(=O)NC1CCCCC1	-6	1.1	0.68	-3	1.1	1.1	1.1	1.1	-6	-8

Returning to the listing with the two entries that preceded the break.
SMILES	TNAP inh hiacc	PMI activator	NF-kB neuron act	TNAP inh noacc	FLuc stim CS	TNAP act hiacc	PMI act satM6P	bIAP act	APP 5'UTR act	FLuc inhib CS
CCOC(=O)C1=C(C)NC(=O)NC1c1ccc(Cl)cc1Cl (stereo not given)	-4	0.8	0.9	-10	1	1	0.9	1	17	-3
Cc1ccc2oc(-c3ccccc3C(=O)O)cc(=O)c2c1	-9	1	0.96	-13	1.1	1.1	1	0.9	11	-8
COc1ccccc1C1SCCN1C(=O)c1ccc([N+](=O)[O-])cc1 (stereo not given)	2	1.1	1.1	-3	1	1	1.1	1	5	0
CS(=O)(=O)N(CC(=O)Nc1ccc(CC#N)cc1)c1ccc(C23CC4CC(CC(C4)C2)C3)cc1	-6	0.8	1.4	-14	1.1	1.1	0.8	1.2	0	-7
Cc1ccc(C)c(CSc2nnc(C)c(=O)[nH]2)c1	-6	0.9	0.98	-11	1	1.1	0.9	0.9	-1	-3
Cc1ccc(/C=c2\sc3nc(-c4cccs4)nn3c2=O)o1	-2	0.5	1	0	0.9	1	0.9	0.9	-10	12
COc1ccc(S(=O)(=O)N2CCCCC2)cc1NC(=O)CSc1ncnc2ccccc12	-2	0.8	1	-6	0.9	1	0.9	0.8	14	8
O=C(NCc1ccncc1)NC12CC3CC(CC(C3)C1)C2	2	1.1	1.1	-9	1	1	1	1.1	-9	4
CCc1nnc(NC(=O)c2cc(-c3ccccn3)nc3ccccc23)s1	-1	1.2	1.1	1	1.1	1	1	1	17	-6
Fc1cccc(/C=N/N=C/c2cccc(F)c2)c1	-6	1	1.1	-6	1	1.1	1.1	1	38	5
Cc1nc2c(n1O)CCC/C2=N\O	-5	1	1.1	-5	1	1.1	1	0.7	22	-3
O=C(C1=C[C@@H]2[C@H]3C(=O)N(c4cccc(Cl)c4)C(=O)[C@H]3[C@@H](C(=O)c3ccc(Cl)cc3)N2C=C1)c1ccccc1	-4	1.5	1	3	1.1	1	2.2*	0.9	15	-10
COc1ccc(-c2cc3nc(-c4ccccc4)cc(N4CCC(O)CC4)n3n2)cc1	-5	0.8	0.51	-6	1	1	0.8	1	3	-2
COc1ccc(CCNC(=O)CS(=O)(=O)c2cn(CC(=O)N3CCCC3)c3ccccc23)cc1OC	2	1	1.1	-31	1.1	1	0.5	1.1	5	-6
CC(C)N(Cc1ccccc1)CC(O)COc1ccc(S(=O)(=O)N2CCOCC2)cc1Cl (stereo not given)	-1	1.1	1	-9	1.1	1	1.1	0.9	7	-7
O=C(CSCc1cccc(Cl)c1)Nc1ccccc1-c1ccccc1	-4	0.8	1.1	-1	1.1	1	0.8	1.2	16	-8
CCC(=O)Nc1ccc(C(=O)CSc2nnc(-c3ccc(NS(C)(=O)=O)cc3)n2C)cc1OC	-2	0.9	1.1	-8	1	1	0.9	1	-21	-3
CCOc1ccc(OCC)c(NC(=O)C2CCCN(S(=O)(=O)c3c(C)n[nH]c3C)C2)c1 (stereo not given)	-10	0.9	0.97	1	1.1	1.1	0.9	1.1	-11	-8

Source: PubChem BioAssay
